Assay outcomes (PubChem)
PAFAH1B3 FP inh = PAFAH1B3 enzyme inhibitors, primary screen, biochemical, fluorescence polarization, human; Platelet-activating factor acetylhydrolase IB subunit alpha1 (Homo sapiens), Q15102; recombinant PAFAH1B3, FP-rhodamine probe; inhibition, % at 3.39 µM; hit rate 0.28% among 340,000; AID 492972, 2010;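 active = inhibition above the screen-wide average of all tested compounds plus 3 SD, cut at about 25% in these data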;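 note: 0% = enzyme with DMSO only and 100% = wells lacking PAFAH1B3 protein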
Target sequence (Q15102 whole entry, looked up): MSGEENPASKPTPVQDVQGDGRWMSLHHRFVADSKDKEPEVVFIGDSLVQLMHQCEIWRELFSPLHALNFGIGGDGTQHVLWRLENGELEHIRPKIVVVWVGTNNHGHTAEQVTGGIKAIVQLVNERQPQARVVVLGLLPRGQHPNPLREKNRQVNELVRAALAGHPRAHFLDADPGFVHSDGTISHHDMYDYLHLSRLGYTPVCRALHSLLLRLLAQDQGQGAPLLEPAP
PAFAH2 FP inh = PAFAH2 enzyme inhibitors, primary screen, biochemical, fluorescence polarization, human. inhibition, % at 3.39 µM. Platelet-activating factor acetylhydrolase 2, cytoplasmic (Homo sapiens), Q99487. hit rate 0.99% among 340,000. recombinant PAFAH2, FP-rhodamine activity probe;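 active = inhibition above the mean over all tested compounds plus 3 SD, cut at about 30% in these data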;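 note: inhibitors block probe labeling of enzyme so polarization drops; 0% = enzyme with DMSO and 100% = wells lacking PAFAH2 protein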
pPAFAH FP inh = pPAFAH enzyme inhibitors, primary screen, biochemical, fluorescence polarization, human. Platelet-activating factor acetylhydrolase (Homo sapiens), Q13093. recombinant pPAFAH, FP-rhodamine probe fluorescence polarization. inhibition, % at 3.39 µM. hit rate 1.5% among 330,000;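 active = inhibition above the mean inhibition across the screen plus 3 SD, cut at about 25% in these data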;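 note: inhibitors block binding of the rhodamine activity-based probe so polarization drops; 0% = enzyme with DMSO and 100% = wells lacking pPAFAH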
LYPLA1 counter = LYPLA1 inhibitors, primary screen, counter-screen for PME1 inhibitor project, biochemical, fluorescence polarization, FP-Rh probe ABPP | recombinant LYPLA1 | inhibition, % at 5.9 µM | hit rate 0.16% among 320,000 | AID 2174, 2009;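 active = inhibition above the mean of all tested compounds plus 3 SD, set per campaign, cut at about 14% in these data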;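 note: inhibitors block serine hydrolase probe labeling of LYPLA1 so polarization falls; 0% = enzyme with DMSO and 100% = wells lacking LYPLA1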
Target sequence (O75608 whole entry, looked up): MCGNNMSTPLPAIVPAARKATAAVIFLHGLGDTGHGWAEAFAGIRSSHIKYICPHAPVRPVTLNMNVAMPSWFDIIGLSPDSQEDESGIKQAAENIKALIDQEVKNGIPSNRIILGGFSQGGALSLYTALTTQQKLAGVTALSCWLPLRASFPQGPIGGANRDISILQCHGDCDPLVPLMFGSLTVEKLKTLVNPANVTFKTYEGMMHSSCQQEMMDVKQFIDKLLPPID
PAFAH1B2 FP inh = PAFAH1B2 enzyme inhibitors, primary screen, biochemical, fluorescence polarization, human | Platelet-activating factor acetylhydrolase IB subunit alpha2 (Homo sapiens), P68402 | recombinant PAFAH1B2, FP-rhodamine activity probe | inhibition, % at 3.39 µM | hit rate 1.2% among 340,000 | AID 492953, 2010;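 active = inhibition above the mean of all tested compounds plus 3 SD, cut at about 24% in these data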;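 note: 0% = enzyme with DMSO and 100% = wells lacking PAFAH1B2; many of its hits are not listed in these tables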
PAD4 FP inh = human PAD4 inhibitors, primary screen, biochemical, fluorescence polarization, 1536-well format | inhibition, % at 6.36 µM | Protein-arginine deiminase type-4 (Homo sapiens), Q9UM07 | hit rate 0.41% among 330,000 | recombinant PAD4, RCA probe fluorescence polarization;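 active = percent inhibition above a cutoff equal to the mean of all tested compounds plus 3 SD, cut at about 15% in these data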;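 note: 0% = PAD4 with RCA probe and DMSO and 100% = probe without PAD4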
GSTO1 counter = inhibitors of recombinant GSTO1, primary screen, counter-screen for RBBP9 inhibitor project, biochemical, fluorescence polarization; inhibition, % at 5.96 µM; activity-based probe fluorescence polarization; AID 1974, 2009; hit rate 1.1% among 300,000;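 active = inhibition above the campaign mean inhibition plus 3 SD, cut at about 35% in these data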;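 note: 0% = GSTO1-1 with DMSO and 100% = wells lacking GSTO1-1 enzyme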
Target sequence (P78417 whole entry, looked up): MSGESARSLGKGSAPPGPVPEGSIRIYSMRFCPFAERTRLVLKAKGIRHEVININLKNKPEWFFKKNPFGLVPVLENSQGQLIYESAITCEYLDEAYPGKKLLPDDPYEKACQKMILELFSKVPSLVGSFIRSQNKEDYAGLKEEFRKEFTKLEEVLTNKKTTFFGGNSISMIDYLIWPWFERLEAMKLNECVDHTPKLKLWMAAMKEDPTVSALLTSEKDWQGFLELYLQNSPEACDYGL
LYPLA2 counter = LYPLA2 inhibitors, primary screen, counter-screen for PME1 inhibitor project, biochemical, fluorescence polarization, FP-Rh probe ABPP; Acyl-protein thioesterase 2 (Homo sapiens), O95372; inhibition, % at 5.9 µM; recombinant LYPLA2; hit rate 0.38% among 320,000; AID 2177, 2009;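 active = inhibition above the screen-wide mean plus 3 SD, limit set per campaign, cut at about 26% in these data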;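 note: 0% = LYPLA2 with DMSO and 100% = wells lacking LYPLA2 enzyme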
PME-1 inh = PME-1 inhibitors via competitive probe labeling, primary screen, biochemical, fluorescence polarization, FP-Rh probe, HTS | Protein phosphatase methylesterase 1 (Homo sapiens), Q9Y570 | hit rate 0.53% among 320,000 | inhibition, % at 5.9 µM | AID 2130, 2009 | recombinant PME-1;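 active = inhibition above the campaign mean of all compounds plus 3 SD, cut at about 26% in these data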;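 note: competitive labeling of PME-1 active site by serine hydrolase directed probe; 0% = PME-1 with DMSO and 100% = wells lacking PME-1 enzyme; inhibitors block probe labeling so polarization falls and inhibition rises; many of its hits are not listed in these tables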
Target sequence (Q9Y570 whole entry, looked up): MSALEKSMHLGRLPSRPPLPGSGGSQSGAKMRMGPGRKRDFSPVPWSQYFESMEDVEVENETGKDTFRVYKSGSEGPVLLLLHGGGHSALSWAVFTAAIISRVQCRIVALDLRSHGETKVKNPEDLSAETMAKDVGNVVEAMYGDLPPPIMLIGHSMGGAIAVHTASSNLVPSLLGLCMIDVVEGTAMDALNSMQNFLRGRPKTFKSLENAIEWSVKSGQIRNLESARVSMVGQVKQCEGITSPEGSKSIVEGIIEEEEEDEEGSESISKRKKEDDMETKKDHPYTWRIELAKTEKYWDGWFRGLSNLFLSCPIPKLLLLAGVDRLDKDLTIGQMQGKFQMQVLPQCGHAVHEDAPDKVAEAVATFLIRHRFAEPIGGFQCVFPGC
* hit, by the source's call.

COC(=O)[C@]1(Cc2ccccc2)N[C@H](CN(C)S(=O)(=O)c2ccc(OC(F)(F)F)cc2)[C@@H]2C(=O)N(Cc3ccccc3)C(=O)[C@@H]21 was read as PAFAH1B3 FP inh 3, PAFAH2 FP inh -7, pPAFAH FP inh 5, PAFAH1B2 FP inh -1 and PAD4 FP inh 2.
Screening COc1cc([C@@H]2CC=C(C(=O)O)[C@H](c3ccc(Cl)cc3)N2S(=O)(=O)c2ccc(C)cc2)cc(OC)c1OC returned PAFAH1B3 FP inh 13, PAFAH2 FP inh -13, pPAFAH FP inh -1, LYPLA1 counter 0, PAFAH1B2 FP inh -2, PAD4 FP inh 6, GSTO1 counter 0, LYPLA2 counter 2 and PME-1 inh 0.
`O=C(c1ccncc1)N1CCN(S(=O)(=O)c2ccc3ccccc3c2)CC1` gave PAFAH1B3 FP inh 4, PAFAH2 FP inh 3, pPAFAH FP inh 5, LYPLA1 counter -2, PAFAH1B2 FP inh -2, PAD4 FP inh 0, GSTO1 counter 5, LYPLA2 counter 0 and PME-1 inh 4.
Screening CCOC(=O)N/N=C(/C)c1ccc(N2C(=O)C3CCCCC3C2=O)cc1 (configuration not stated) returned PAFAH1B3 FP inh 6, PAFAH2 FP inh 5, pPAFAH FP inh -5, LYPLA1 counter -1, PAFAH1B2 FP inh 6, PAD4 FP inh -2, GSTO1 counter -2, LYPLA2 counter 1 and PME-1 inh 0.
COc1ccc2c(c1)CCC(C)N2C(=O)C(=O)c1c[nH]c2ccccc12 (configuration not stated) was read as PAFAH1B3 FP inh 3, PAFAH2 FP inh 4, pPAFAH FP inh 0, LYPLA1 counter 4, PAFAH1B2 FP inh 0, PAD4 FP inh -2, GSTO1 counter -1, LYPLA2 counter 6 and PME-1 inh 5.
`Cc1cc(-c2nnc3n2CCCCC3)c(C)n1-c1ccccc1` gave PAFAH1B3 FP inh 3, PAFAH2 FP inh 7, pPAFAH FP inh 0, LYPLA1 counter -1, PAFAH1B2 FP inh -1, PAD4 FP inh -1, GSTO1 counter 12, LYPLA2 counter -1 and PME-1 inh -2.
COc1cc(C(=O)Nc2c(C(=O)N3CCOCC3)oc3ccccc23)cc(OC)c1OC was read as PAFAH1B3 FP inh 1, PAFAH2 FP inh 0, pPAFAH FP inh 5, LYPLA1 counter 2, PAFAH1B2 FP inh -3, PAD4 FP inh 5, GSTO1 counter -4, LYPLA2 counter 5 and PME-1 inh 3.
COc1ccc(/C=N/Nc2nonc2N)cc1 was read as PAFAH1B3 FP inh 8, PAFAH2 FP inh 7, pPAFAH FP inh -4, LYPLA1 counter -4, PAFAH1B2 FP inh 6, PAD4 FP inh 3, GSTO1 counter 2, LYPLA2 counter 0 and PME-1 inh -4.
For COc1cccc(C(=O)Nc2cnn(C(C)C)c2)c1 the results were PAFAH1B3 FP inh 6, PAFAH2 FP inh 10, pPAFAH FP inh 10, LYPLA1 counter 1, PAFAH1B2 FP inh 5, PAD4 FP inh -3, GSTO1 counter 13, LYPLA2 counter 0 and PME-1 inh -1.
CCOC(=O)C1=NN(c2ccccc2)C2(S1)SC(C(C)=O)=C(C)N2c1ccccc1 (configuration not stated) was read as PAFAH1B3 FP inh 10, PAFAH2 FP inh 7, pPAFAH FP inh -1, LYPLA1 counter -4, PAFAH1B2 FP inh -2, PAD4 FP inh 4, GSTO1 counter 16, LYPLA2 counter 5 and PME-1 inh -5.
COc1ccccc1NC(=O)Nc1nc(CC(=O)Nc2ccc(N(C)C)cc2)cs1 was read as PAFAH1B3 FP inh 11, PAFAH2 FP inh -4, pPAFAH FP inh 7, LYPLA1 counter -3, PAFAH1B2 FP inh 2, PAD4 FP inh 2, GSTO1 counter -6, LYPLA2 counter 3 and PME-1 inh 17.
`COCCNC(=O)C(=O)NCC1OCCCN1S(=O)(=O)c1cccs1` (configuration not stated) gave PAFAH1B3 FP inh -4, PAFAH2 FP inh 6, pPAFAH FP inh -3, LYPLA1 counter 2, PAFAH1B2 FP inh -1, PAD4 FP inh 3, GSTO1 counter -1, LYPLA2 counter -5 and PME-1 inh -6.
Screening COc1ccc(-c2cc(C(=O)N3CCN(c4ccc(F)cc4)CC3)no2)cc1 returned PAFAH1B3 FP inh -1, PAFAH2 FP inh 3, pPAFAH FP inh 1, LYPLA1 counter -3, PAFAH1B2 FP inh 0, PAD4 FP inh 1, GSTO1 counter 6, LYPLA2 counter 8 and PME-1 inh 1.
COc1ccc(NC(=S)NCCC2=CCCCC2)cc1OC was read as PAFAH1B3 FP inh 7, PAFAH2 FP inh 3, pPAFAH FP inh 2, LYPLA1 counter 2, PAFAH1B2 FP inh 10, PAD4 FP inh 10, GSTO1 counter 4, LYPLA2 counter -3 and PME-1 inh 14.
Screening O=C(CSc1cccc[n+]1[O-])Nc1ccc(Cl)cc1F returned PAFAH1B3 FP inh 1, PAFAH2 FP inh 6, pPAFAH FP inh -5, PAFAH1B2 FP inh 7 and PAD4 FP inh 0.
`Cc1nc(-c2cc(C#N)c(Sc3cccc(C(F)(F)F)c3)nc2C)cs1` gave PAFAH1B3 FP inh 4, PAFAH2 FP inh 1, pPAFAH FP inh -2, LYPLA1 counter 0, PAFAH1B2 FP inh 4, PAD4 FP inh 1, GSTO1 counter 7, LYPLA2 counter 3 and PME-1 inh -2.
`O=C(CCNS(=O)(=O)c1cccc2nonc12)NC1CCCCC1` gave PAFAH1B3 FP inh -2, PAFAH2 FP inh 4, pPAFAH FP inh -3, LYPLA1 counter 0, PAFAH1B2 FP inh -1, PAD4 FP inh -1, GSTO1 counter 6, LYPLA2 counter -4 and PME-1 inh 0.
OCCNc1ncnc2c1c(-c1ccccc1)c(-c1ccccc1)n2Cc1ccco1 was read as PAFAH1B3 FP inh 17, PAFAH2 FP inh -12, pPAFAH FP inh 14, LYPLA1 counter -1, PAFAH1B2 FP inh 6, PAD4 FP inh -4, GSTO1 counter -4, LYPLA2 counter -5 and PME-1 inh 2.
Screening O=C(NCc1ccccc1)C1CC2CCCC(C1)C2=O (configuration not stated) returned PAFAH1B3 FP inh 1, PAFAH2 FP inh 2, pPAFAH FP inh 8, LYPLA1 counter 1, PAFAH1B2 FP inh 4, PAD4 FP inh 0, GSTO1 counter 0, LYPLA2 counter 5 and PME-1 inh 4.
Screening O=C(Nc1ccc(S(=O)(=O)Nc2ncccn2)cc1)C12CC3CC(CC(Cl)(C3)C1)C2 returned PAFAH1B3 FP inh 10, PAFAH2 FP inh 6, pPAFAH FP inh 13, PAFAH1B2 FP inh 30* and PAD4 FP inh -1.
Screening CSCCC(NC(=O)c1ccccc1Cl)C(=O)NNC(=O)c1ccncc1 (configuration not stated) returned PAFAH1B3 FP inh 3, PAFAH2 FP inh 1, pPAFAH FP inh 1, LYPLA1 counter -1, PAFAH1B2 FP inh 3, PAD4 FP inh 0, GSTO1 counter 3, LYPLA2 counter -4 and PME-1 inh 4.
Cc1ccc(N=C2CCCN2Cc2ccccc2)c(C#N)c1 was read as PAFAH1B3 FP inh 7, PAFAH2 FP inh 11, pPAFAH FP inh 2, LYPLA1 counter 1, PAFAH1B2 FP inh -3, PAD4 FP inh -1, GSTO1 counter -1, LYPLA2 counter 0 and PME-1 inh -6.
For CNc1nnc(-c2cccc(N(C)C)c2)s1 the results were PAFAH1B3 FP inh 0, PAFAH2 FP inh -1, pPAFAH FP inh -5, LYPLA1 counter -1, PAFAH1B2 FP inh 7, PAD4 FP inh 3, GSTO1 counter 6, LYPLA2 counter -4 and PME-1 inh -1.
CCCN(CCC)S(=O)(=O)c1ccc(C(=O)O)cc1 was read as PAFAH1B3 FP inh 2, PAFAH2 FP inh -1, pPAFAH FP inh 1, LYPLA1 counter 0, PAFAH1B2 FP inh 10, PAD4 FP inh -1, GSTO1 counter 1, LYPLA2 counter 1 and PME-1 inh -3.
`COc1ccccc1CNC(=O)c1nnc(Cc2ccc(Cl)cc2)o1` gave PAFAH1B3 FP inh 1, PAFAH2 FP inh 3, pPAFAH FP inh 15, LYPLA1 counter 1, PAFAH1B2 FP inh 1, PAD4 FP inh 1, GSTO1 counter 2, LYPLA2 counter 4 and PME-1 inh 3.
`CSCCC(NC(=O)c1ccc(Br)cc1)C(=O)O` (configuration not stated) gave PAFAH1B3 FP inh 2, PAFAH2 FP inh 4, pPAFAH FP inh -11, LYPLA1 counter -1, PAFAH1B2 FP inh 1, PAD4 FP inh -3, GSTO1 counter 5, LYPLA2 counter -5 and PME-1 inh 5.
For Cc1cc(C)n2nc3nc(N4CCCCC4)nc(-c4ccco4)c3c2n1 the results were PAFAH1B3 FP inh 8, PAFAH2 FP inh 8, pPAFAH FP inh 5, LYPLA1 counter -4, PAFAH1B2 FP inh -1, PAD4 FP inh 1, GSTO1 counter -4, LYPLA2 counter -4 and PME-1 inh 1.
`N=C1C(c2nc3ccccc3c(=O)[nH]2)=C(O)CN1CCc1ccccc1` gave PAFAH1B3 FP inh -1, PAFAH2 FP inh 10, pPAFAH FP inh -1, LYPLA1 counter -4, PAFAH1B2 FP inh 6, PAD4 FP inh -1, GSTO1 counter 4, LYPLA2 counter 3 and PME-1 inh 0.
For CCOC(=O)N1CCN(S(=O)(=O)c2ccc(Cl)cc2)CC1 the results were PAFAH1B3 FP inh 10, PAFAH2 FP inh 2, pPAFAH FP inh 12, LYPLA1 counter -1, PAFAH1B2 FP inh 6, PAD4 FP inh -2, GSTO1 counter 8, LYPLA2 counter 3 and PME-1 inh 1.
Cc1cnc(N)c2c(=O)oc3ccccc3c12 was read as PAFAH1B3 FP inh 9, PAFAH2 FP inh 11, pPAFAH FP inh 3, LYPLA1 counter 0, PAFAH1B2 FP inh 5, PAD4 FP inh -4, GSTO1 counter 7, LYPLA2 counter -2 and PME-1 inh 1.
`Cc1cc(Oc2ccc(=O)n(C)n2)nc(Oc2ccc(=O)n(C)n2)n1` gave PAFAH1B3 FP inh 9, PAFAH2 FP inh 9, pPAFAH FP inh 2, LYPLA1 counter -3, PAFAH1B2 FP inh 1, PAD4 FP inh 1, GSTO1 counter 11, LYPLA2 counter 1 and PME-1 inh 0.
For COC/C=C/C1=CC(=O)C[C@H](c2ccc3c(c2)OCO3)C1 the results were PAFAH1B3 FP inh 18, PAFAH2 FP inh 5, pPAFAH FP inh 5, LYPLA1 counter 0, PAFAH1B2 FP inh 1, PAD4 FP inh -3, LYPLA2 counter 5 and PME-1 inh 7.
Screening CCOC(=O)C1=C(c2ccccc2)N=c2s/c(=C\c3cccc(O)c3)c(=O)n2C1c1cccs1 (configuration not stated) returned PAFAH1B3 FP inh -37, PAFAH2 FP inh -19, pPAFAH FP inh -11, LYPLA1 counter -33, PAFAH1B2 FP inh -9, PAD4 FP inh 0, GSTO1 counter -10, LYPLA2 counter -48 and PME-1 inh -44.
O=C(Cc1cccs1)Nc1cccc(-c2nc3cc4ccccc4cc3[nH]2)c1 was read as PAFAH1B3 FP inh -108, PAFAH2 FP inh -95, pPAFAH FP inh -45, LYPLA1 counter -80, PAFAH1B2 FP inh -39, PAD4 FP inh -17, GSTO1 counter -158, LYPLA2 counter -168 and PME-1 inh -191.

These rows are one share of the data. The share of hits here may be higher or lower than overall.
